High-throughput results: PubChem, National Center for Advancing Translational Sciences (NCATS)
A-T KAP1 phos = potential ataxia-telangiectasia treatments restoring KAP-1 phosphorylation; […] A-T fibroblasts, KAP-1 phosphorylation AlphaLISA; neocarzinostatin DNA damage 30 min before lysis; Potency, µM (top dose mostly 57.5 µM), without a hit: top-dose activation, usual class: activators; actives 0.19% (n = 320,000); further: potency means the concentration at half of the fitted maximal effect; % of control where 0% means no effect; nearly all actives have a fitted effect of over 45% in size
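ATM-like activity read as KAP-1 phosphorylation via AlphaLISA donor/acceptor antibody pairs after lysis and 6 hr at 25C. Cells were ATM-null patient fibroblasts ([…], hTERT), dosed 60 min, then exposed to the DSB inducer NCS for 30 min.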
ELG1 DNA repair = inhibitors of ELG1-dependent DNA repair in HEK293T cells | AID 504467 | HEK293T ELG1-luciferase reporter, luminescence, 16 h; DNA damage induced by 5-fluorouridine | Potency, µM (titrated, usually from 46.1 µM), inactives show at the highest dose activity change, negative = inhibition, most hits filed as inhibitors | actives 2.3% (n = 330,000); further: potency means the concentration at half of the fitted maximal effect; on the % scale 0 is the no-effect control and ±100 the full control effect; nearly all actives have a fitted effect of over 55% in size
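DMSO vehicle served as the neutral condition. Each well held 2,000 cells given 5-fluorouridine plus compound; after 16 hr at 37 °C/5% CO2, ONE-Glo was added and luciferase measured 30 min later.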
MLL CXXC-DNA inh = MLL CXXC-DNA interaction inhibition | Q03164 | MLL-CXXC / FITC-HOXA9 DNA fluorescence polarization | Potency, µM (series often up to 115 µM), without a hit: at the top dose activity change, negative = inhibition, usual class: inhibitors | actives 0.037% (n = 290,000); active means well fitted inhibition curve with a large enough effect in the polarisation, with a control signal flat, not every such curve was filed as active; inconclusive means small, poorly fitted or top-dose-only effect, or effect the other way, or a change in a side signal; inactive means no such curve, though single readings can be large or run the other way; the % refers to the polarisation; further: potency means the concentration at half of the fitted maximal effect
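Purified MLL-CXXC (added from a 7 uM solution) was preincubated 5 min at ambient with pinned compounds in 50 mM Tris-HCl pH 7.5, 50 mM NaCl, 1 mM DTT, 0.05% BSA. Fluorescein-labeled HOX-A9 DNA (50 nM solution) followed, 30 min, then polarization read.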
BRCA1 expr act = increases BRCA1 expression. Potency, µM (doses to about 46.1 µM), for inactives: at the top dose activation, hits mostly activators. actives 1.1% (n = 380,000). MCF7-BRCA1-FFLuc reporter, luminescence, 48 h; response scale: scaled: vehicle 0%, 10 µM genistein 100%; further: potency means the concentration at half of the fitted maximal effect; nearly all actives have a fitted effect of over 80% in size; some results filed as inactive show a strong effect at the top dose
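Luminescence from a BRCA1-driven firefly luciferase in MCF7 cells was the read-out, taken 15 min after substrate addition following 48 h compound exposure at 37 °C. Data were normalized to a 10 microM genistein control and DMSO vehicle.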
TSG101-PTAP inh = blocks PTAP/TSG101 interaction to inhibit HIV-1 budding; Q99816; Fluorescence polarization, FITC-PTAP peptide / Tsg101 binding; Potency, µM (series often up to 115 µM), for inactives: top-dose activity change, negative = inhibition, hits mostly inhibitors; 340,000 tested, under 10 active; active means well fitted inhibition curve with a large enough effect in the main read-out, with a control signal flat, not every such curve was filed as active; inconclusive means small, poorly fitted or top-dose-only effect, or effect the other way, or a change in a side signal; inactive means no such curve, though single readings can be large or run the other way; further: potency means the concentration at half of the fitted maximal effect; % of control where 0% means no effect
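Compounds were pin-transferred onto Tsg101 binding domain (10 uM final) in HEPES pH 7.5 buffer, then FITC-PTAP peptide was added at 50 nM final. After 20 min at RT, polarization reported peptide displacement across a qHTS concentration series.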
TCR activator = activators of T cell receptors. primary human leukocytes, anti-CD3, IL-2 HTRF, 48 h. Potency, µM (top dose mostly 9.22 µM), inactives show at the top dose activation of IL-2 secretion, hits mostly activators. 330,000 tested, under 10 active; further: % of control where 0% means no effect
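Using a-CD3 beads without co-stimulation, primary human leukocytes were exposed to compounds for 48 hr. An HTRF IL-2 kit measured the cytokine, with europium-to-d2 energy transfer producing emission at 665nm upon 320nm excitation.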
TRPV1 ag = agonists of human vanilloid receptor 1 (TRPV1) | AID 540275 | actives 0.19% (n = 320,000) | TRPV1-expressing cells, Fluo-8 calcium influx, agonist mode | activation, % at 8.33 µM | Q8NER1; in the data active means activation above about 80%; inconclusive means between about 30% and that limit; further: 0% is about no effect
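TRPV1-expressing cells were cultured overnight at 35.5C and loaded with Fluo-8 calcium dye for 40 to 90 min at room temperature. After a 10 s baseline, compound was added and calcium influx was read kinetically for 3 min (ex 480/em 520 nm).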
B2AR arrestin = recruits beta-arrestin to the human beta2-adrenergic receptor. P07550. beta-arrestin recruitment to beta2AR, cell-based reporter. Potency, µM (top dose mostly 46.1 µM), without a hit: top-dose activation, most hits filed as activators. actives 0.02% (n = 330,000). AID 492947;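 further: potency means the concentration at half of the fitted maximal effect; 0% = DMSO controls and full agonism = EC100 isoproterenol or metaproterenol; nearly all actives have a fitted effect of over 65% in size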
Integrin act MD = integrin-mediated muscular dystrophy alleviation activation. alpha7betagal myoblasts, beta-gal FDG fluorescence, 48 h. Potency, µM (doses to about 38.3 µM), for inactives: at the top dose activation, hits mostly activators. actives 0.064% (n = 350,000);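 further: potency means the concentration at half of the fitted maximal effect; 100% = response of the positive control SU9516; nearly all actives have a fitted effect of over 60% in size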
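alpha7betagal+/- myoblasts (passage 13, 250/well) treated 48 h at 37C with compounds at 1:260 dilution of DMSO stock. Lysed, then beta-galactosidase activity read as FDG fluorescence (ex 480/em 540) after 30 min, with pre-read for autofluorescence.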
p53 reactivator = mutant p53 re-activation in reporter cells; H1299 p53-A138V BP100-luciferase reporter, luminescence, 24 h; Potency, µM (highest dose often 92.2 µM), inactives show top-dose activity change, positive = activation, actives largely listed as activators; actives 0.063% (n = 320,000); AID 504706; further: potency means the concentration at half of the fitted maximal effect; % of control where 0% means no effect; nearly all actives have a fitted effect of over 45% in size
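H1299 (p53-null), stable ts p53-A138V + BP100-Luc; 1000 cells/well, Opti-MEM/10% FBS; cpd 4 pt, 1:5; 24 h, 37 deg C, 5% CO2; detection reagent 10 min RT; luminescence.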
Numbers without * were called inactive; [ ] = dose if it differs, or a comment. Unless noted, the call rests on the fitted dose curve; in most records, active means well fitted curve in the direction sought with a large enough effect; inconclusive means small, poorly fitted or top-dose-only effect, or another doubt; inactive means no such curve, though single readings can be large; an effect the other way counts as inactive or inconclusive. The order is random, and some 3.8% of all compounds hit somewhere here.

For CCOc1ccc(OCCC(=O)N(CC(=O)Nc2ccccc2C(F)(F)F)Cc2ccco2)cc1 the results were A-T KAP1 phos 3%, ELG1 DNA repair 0%, BRCA1 expr act -8%, TSG101-PTAP inh -5%, TCR activator -5%, TRPV1 ag 9, B2AR arrestin 0.4%, Integrin act MD -29% and p53 reactivator -5%.
`COCc1ccc(C(=O)N(C)CC2CCCN(CCc3ccc(Cl)cc3)C2)o1` (stereo not given) gave A-T KAP1 phos 14%, ELG1 DNA repair -5%, MLL CXXC-DNA inh 17%, BRCA1 expr act -31%, TSG101-PTAP inh 0%, TCR activator 4%, TRPV1 ag 5, B2AR arrestin -0.7%, Integrin act MD -13% and p53 reactivator 19%.
`Cc1ccc2c(c1)Sc1ccccc1CC2=O` gave A-T KAP1 phos 40µM*, ELG1 DNA repair inconclusive, MLL CXXC-DNA inh 5%, BRCA1 expr act -2%, TSG101-PTAP inh 2%, TCR activator 2%, TRPV1 ag 1, B2AR arrestin 0.0%, Integrin act MD -7% and p53 reactivator 1%.
Cc1ccc(S(=O)(=O)NCC(=O)NCC(=O)OCc2c(F)cccc2Cl)cc1 was read as A-T KAP1 phos 10%, ELG1 DNA repair -7%, MLL CXXC-DNA inh 6%, BRCA1 expr act 3%, TSG101-PTAP inh -8%, TCR activator -1%, TRPV1 ag -2, B2AR arrestin 0.4%, Integrin act MD 26% and p53 reactivator 7%.
`C=CCOC(=O)C1=C(C)N=C2SCCC(=O)N2C1/C=C/c1ccccc1` (stereo not given) gave A-T KAP1 phos 0%, ELG1 DNA repair 0%, MLL CXXC-DNA inh -4%, BRCA1 expr act -80%, TSG101-PTAP inh -1%, TCR activator 8%, TRPV1 ag -4, B2AR arrestin 0.1%, Integrin act MD 21% and p53 reactivator -4%.
NC(=O)C1CC(=O)N(c2ccc(OCC(=O)Nc3ccc(F)cc3)cc2)C1 (stereo not given) was read as A-T KAP1 phos -11%, ELG1 DNA repair 21%, BRCA1 expr act 2%, TSG101-PTAP inh 0%, TCR activator 3%, TRPV1 ag 0, B2AR arrestin -0.1%, Integrin act MD inconclusive and p53 reactivator 20%.
Screening O=C(COC(=O)Cc1ccccc1F)Nc1cc(S(=O)(=O)N2CCOCC2)ccc1N1CCCC1 returned A-T KAP1 phos -6%, ELG1 DNA repair 5%, MLL CXXC-DNA inh 7%, BRCA1 expr act 0%, TSG101-PTAP inh -1%, TCR activator 4%[46.1 µM], TRPV1 ag -11, B2AR arrestin -0.8%, Integrin act MD 1% and p53 reactivator -7%.
CCn1cc(C(=O)NCCCN2CCC(C)CC2)c(=O)c2cc(S(=O)(=O)N3CCOCC3)ccc21 was read as A-T KAP1 phos -3%, ELG1 DNA repair 0%, MLL CXXC-DNA inh 0%, BRCA1 expr act -2%, TSG101-PTAP inh -7%, TCR activator 0%, TRPV1 ag -2, B2AR arrestin 0.1%, Integrin act MD 8% and p53 reactivator 4%.
CCCc1ccc(-c2ccc(-c3noc(-c4ccncc4)n3)cc2)nc1 was read as A-T KAP1 phos 8%, ELG1 DNA repair 0%, MLL CXXC-DNA inh -5%, BRCA1 expr act 7%, TSG101-PTAP inh 1%, TCR activator -1%, TRPV1 ag 1, B2AR arrestin -0.5% and Integrin act MD 20%.
For Cc1ccc(-n2nc3c(c2NC(=O)c2ccco2)CS(=O)(=O)C3)c(C)c1 the results were A-T KAP1 phos 4%, ELG1 DNA repair 11%, MLL CXXC-DNA inh -3%, BRCA1 expr act 7%, TSG101-PTAP inh 0%, TCR activator -4%, TRPV1 ag 0, B2AR arrestin 0.6%, Integrin act MD -22% and p53 reactivator 5%.
`CCOC(=O)c1c(NC(=O)c2nn(C)cc2[N+](=O)[O-])sc(C)c1C` gave A-T KAP1 phos -1%, ELG1 DNA repair -5%, MLL CXXC-DNA inh -10%, BRCA1 expr act 0%, TSG101-PTAP inh 2%, TCR activator 2%, TRPV1 ag 3, B2AR arrestin 0.0%, Integrin act MD 2% and p53 reactivator 0%.
Screening CCCC(c1nnnn1CC1CCCO1)N1CCN(c2cc(Cl)ccc2C)CC1 (stereo not given) returned A-T KAP1 phos 1%, ELG1 DNA repair -16%, MLL CXXC-DNA inh 5%, BRCA1 expr act -68%, TSG101-PTAP inh -3%, TCR activator -1%, TRPV1 ag 18, B2AR arrestin -0.2%, Integrin act MD 14% and p53 reactivator -9%.
`CCOC(=O)N1CCc2c(sc3nc4n(c(=O)c23)N=C(c2ccc(OC)cc2)CS4)C1` gave A-T KAP1 phos 12%, ELG1 DNA repair inconclusive, MLL CXXC-DNA inh 8%, BRCA1 expr act -24%, TSG101-PTAP inh -4%, TCR activator 0%, TRPV1 ag 1, B2AR arrestin -0.1%, Integrin act MD -4% and p53 reactivator -1%.
For CCc1ccc(NC(=O)C(=O)NNC(=O)c2cccc(OC)c2)cc1 the results were A-T KAP1 phos 10%, ELG1 DNA repair -1%, MLL CXXC-DNA inh -12%, BRCA1 expr act -33%, TSG101-PTAP inh 2%, TCR activator -18%, TRPV1 ag 6, B2AR arrestin -0.8%, Integrin act MD 13% and p53 reactivator -1%.
For CSc1nsc(SCC(=O)Nc2ccccc2C(=O)O)n1 the results were A-T KAP1 phos 2%, ELG1 DNA repair 3%, MLL CXXC-DNA inh -7%, BRCA1 expr act 0%, TSG101-PTAP inh -11%, TCR activator 2%, TRPV1 ag 0, B2AR arrestin -0.2%, Integrin act MD -23% and p53 reactivator 10%.
For O=C1CC(C(=O)O)S/C(=N\N=C\c2ccc(Br)cc2)N1 (stereo not given) the results were A-T KAP1 phos 6%, ELG1 DNA repair 12%, MLL CXXC-DNA inh 0%, BRCA1 expr act 0%, TSG101-PTAP inh -14%, TCR activator -2%, TRPV1 ag -1, B2AR arrestin -0.1%, Integrin act MD 27% and p53 reactivator 0%.
For CC1(C)CC(=O)C2=C(C1)O[C@@]1(c3ccsc3)Cc3cc(C#N)ccc3C2O1 the results were A-T KAP1 phos -9%[11.5 µM], MLL CXXC-DNA inh -1%[23 µM], TRPV1 ag inactive and B2AR arrestin 0.1%[9.22 µM].
O=C(O)c1cc2c(cc1NC(=O)C1CCCC1)OCCO2 was read as A-T KAP1 phos -4%, ELG1 DNA repair 8%, BRCA1 expr act 2%, TSG101-PTAP inh -2%, TCR activator -1%, TRPV1 ag -2, B2AR arrestin -0.2%, Integrin act MD 14% and p53 reactivator 2%.
Screening CCOC(=O)N1CCC(Nc2c(N3CCN(c4cccc(C(F)(F)F)c4)CC3)c(=O)c2=O)CC1 returned A-T KAP1 phos -6%, ELG1 DNA repair 18µM*, MLL CXXC-DNA inh 2%, BRCA1 expr act -18%, TSG101-PTAP inh -6%, TCR activator -3%, TRPV1 ag 0, B2AR arrestin -0.6%, Integrin act MD -12% and p53 reactivator -16%.
For CCS(=O)(=O)N1Cc2ccccc2CC1C(=O)NCc1cccc(OC)c1 (stereo not given) the results were A-T KAP1 phos 3%, ELG1 DNA repair 8%, MLL CXXC-DNA inh 17%, BRCA1 expr act -8%, TSG101-PTAP inh -2%, TCR activator -9%, TRPV1 ag -4, B2AR arrestin 0.3%, Integrin act MD -4% and p53 reactivator -4%.
Screening Cc1ccc(CN(C(=O)c2csnn2)C(C(=O)NC2CCCC2)c2ccc(C)o2)cc1 (stereo not given) returned A-T KAP1 phos 1%, ELG1 DNA repair -26%, MLL CXXC-DNA inh 0%, BRCA1 expr act -36%, TSG101-PTAP inh -4%, TCR activator -3%[46.1 µM], TRPV1 ag 26, B2AR arrestin -0.4%, Integrin act MD 3% and p53 reactivator -5%.
Screening COc1ccc(Cc2c(O)nc(SCC(C)C)[nH]c2=O)cc1 returned A-T KAP1 phos -1%, ELG1 DNA repair 2%, MLL CXXC-DNA inh -5%, BRCA1 expr act 3%, TSG101-PTAP inh -4%, TCR activator -3%, TRPV1 ag 3, B2AR arrestin -1.1%, Integrin act MD -2% and p53 reactivator -2%.
`Cc1sc2ncnc(N3CCC(C(=O)Nc4ccc(Cl)cc4Cl)CC3)c2c1C` gave A-T KAP1 phos 4%, ELG1 DNA repair -3%, BRCA1 expr act -32%, TSG101-PTAP inh 4%, TCR activator 2%, TRPV1 ag -4, B2AR arrestin -0.5%, Integrin act MD -29% and p53 reactivator -3%.
For COc1ccc(/C=C2\SC(=S)N(CCCC(=O)Nc3ccccc3C(=O)O)C2=O)cc1OC the results were A-T KAP1 phos -28%, ELG1 DNA repair -9%, MLL CXXC-DNA inh 7%, BRCA1 expr act -55%, TSG101-PTAP inh 10%, TCR activator 0%, TRPV1 ag 1, B2AR arrestin 0.4%, Integrin act MD -7% and p53 reactivator -2%.
